NTR1 ag: NTR1-driven beta-arrestin-GFP spot formation – imaging, U2OS cells, high content, primary screen (AID 493036). activation, % at 20 µM. 330,000 tested, 0.17% active. agonist mode;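 active means activation at or above 40% of the spot to cytoplasm intensity ratio, with at least 20 cells analyzed; inconclusive means wells under 20 cells, flagged as cytotoxic or low count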;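 further: 0% = DMSO without peptide and 100% = 100 nM NTR1 peptide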
Target sequence (P30989 whole entry, looked up): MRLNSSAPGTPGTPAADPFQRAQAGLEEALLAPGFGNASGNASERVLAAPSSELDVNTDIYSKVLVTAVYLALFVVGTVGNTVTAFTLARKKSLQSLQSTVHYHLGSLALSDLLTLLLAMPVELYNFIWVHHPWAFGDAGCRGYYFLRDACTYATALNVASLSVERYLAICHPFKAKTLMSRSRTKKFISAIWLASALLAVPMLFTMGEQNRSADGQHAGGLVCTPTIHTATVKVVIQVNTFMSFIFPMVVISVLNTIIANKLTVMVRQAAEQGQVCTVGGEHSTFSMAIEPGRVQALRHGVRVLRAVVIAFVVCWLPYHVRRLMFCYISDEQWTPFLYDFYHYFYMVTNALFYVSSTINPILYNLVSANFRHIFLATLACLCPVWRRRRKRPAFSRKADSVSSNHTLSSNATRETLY
GPR55 activation: GPR55 agonists via beta-arrestin recruitment, primary screen, imaging, U2OS cells, beta-arrestin-GFP redistribution (AID 1961); 290,000 tested, 0.048% active; activation, % at 10 µM, or EC50 in µM where a hit was titrated; U2OS GPR55 beta-arrestin-GFP redistribution imaging; higher % means a stronger effect;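 active means activation above 40% with more than 50 cells counted in the well; inconclusive means wells holding fewer than 50 cells, flagged as toxic or sparse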;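 further: U2OS osteosarcoma cells stably expressing GPR55 and beta-arrestin-GFP; plate controls were DMSO negative control for no effect and LPI positive control for full effect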
AID2073: disruptors of CaV2.2 binding to Mint1 – biochemical, HTRF (AID 2073) | 290,000 tested, 0.19% active | inhibition, % at 20 µM; hits with a dose series show IC50 in µM | HTRF protein-protein interaction, Mint1-CaV2.2; higher % means a stronger effect; in the data active means inhibition mostly above about 51%, no sharp cut-off; inconclusive means no clear call, values can overlap the other calls; inactive means mostly below about 53%; further: some results filed as inactive read as strong as hits
NS5 inhibitors: Dengue-2 NS5 methyltransferase inhibitors, primary screen, biochemical, confirmation dose response (AID 588689) | Dengue-2 NS5 methyltransferase capping enzyme assay, biochemical; higher % means a stronger effect | one-dose inhibition, % at 25 µM; IC50 in µM for titrated hits | 340,000 tested, 0.3% active; in the data active means a potency from the dose series; inconclusive means inhibition above about 29% without an active follow-up result
GPR35 antagonists: inhibition of zaprinast-stimulated GPR35 beta-arrestin translocation – imaging, U2OS, beta-arrestin-GFP, zaprinast agonist, primary screen (AID 2058); U2OS GPR35 beta-arrestin-GFP translocation imaging, zaprinast antagonism; higher % means a stronger effect; inhibition, % at 10 µM; hits with a dose series show IC50 in µM; 290,000 tested, 0.052% active;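 active means inhibition of at least 50% with at least 30 cells and total cytoplasm GFP at most 10,000,000; inconclusive means under 30 cells or total GFP of 10,000,000 plus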
GPR55 LPI antagonism: GPR55 antagonists blocking LPI-driven arrestin recruitment, primary screen, imaging, U2OS, beta-arrestin-GFP, LPI agonist (AID 2013) | U2OS GPR55 beta-arrestin-GFP translocation imaging, LPI antagonism; higher % means a stronger effect | inhibition, % at 10 µM; hits with a dose series show IC50 in µM | 290,000 tested, 0.13% active;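 active means spots per cell inhibited over 60%, with over 100 cells counted and total cytoplasm intensity under 500,000; inconclusive means wells with under 100 cells, flagged as likely toxic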;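 further: U2OS cells stably carrying GPR55 and arrestin-GFP stimulated by 5 µM LPI near EC80; imaged beta-arrestin-GFP aggregate spots per cell after agonist stimulation; plate controls were LPI-stimulated DMSO wells for no effect and DMSO wells without LPI for full effect; some results filed as inactive read as strong as hits; confirmed hits need IC50 under 10 µM and bright autofluorescent wells are also inconclusive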
MgcRacGAP inhibition: MgcRacGAP GTPase-activating activity inhibitors, confirmation, biochemical, ADP Hunter fluorescence; MgcRacGAP-stimulated Rac1 GTP hydrolysis, ADP Hunter fluorescence; higher % means a stronger effect; GST-tagged Rac1 F28L mutant substrate; inhibition, % at 30 µM, or IC50 in µM where a hit was titrated; 340,000 tested, 0.6% active;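 active means first-screen hits whose inhibition reached a set limit at any dose in the follow-up dose series; inconclusive means inhibition above the set first-screen limit but never retested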;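 further: fluorescence reports GDP produced by GAP-driven GTP hydrolysis; strong numbers were not always called active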
Yfh1-depleted yeast: enhancers of respiration in Yfh1-depleted yeast, dose response, Friedreich's ataxia, plus single-dose screen (AID 1465); one-dose fold induction at 50 µM; EC50 in µM for titrated hits; S. cerevisiae Yfh1-off respiration, WST-1 reduction, 72 h; higher fold induction means a stronger effect; 220,000 tested, 0.074% active;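 active means fold induction of absorbance versus untreated yeast above a set limit, then at least 30% activation at any dose in follow-up; inconclusive means repeats straddling the limit, or above it without dose testing; inactive means fold induction below the set limit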;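 further: activators that raise dye reduction in frataxin-depleted yeast; strong numbers were not always called active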
Large T inhibition: SV40 large T antigen inhibitors, biochemical (AID 1903); inhibition, % at 20 µM, or IC50 in µM where a hit was titrated; 310,000 tested, 0.39% active; SV40 large T antigen ATPase/helicase inhibition assay; higher % means a stronger effect; in the data active means a potency from the dose series; inconclusive means inhibition mostly from about 32% at the one dose, without a potency; inactive means the rest, 99 in 100 with inhibition below about 32%; further: strong numbers were not always called active
NTR1 ag cell count 20 µM: recorded beside NTR1 ag, whose call it bears; cell count; measured here: cell count, cytotoxicity flag
NS5 inhibitors pilot replicate: further read-out of NS5 inhibitors, marked with its call; inhibition, %; measured here: pilot screen replicate inhibition
The depositor's hits bear a star; i = inactive; ? = inconclusive; . = no result given. Outcome played no part in choosing rows; about 1.7% have a hit in one of these screens.

SMILES	NTR1 ag	NTR1 ag cell count 20 µM	GPR55 activation	AID2073	NS5 inhibitors	GPR35 antagonists	GPR55 LPI antagonism	MgcRacGAP inhibition	Yfh1-depleted yeast	Large T inhibition	others
CCN(CC)S(=O)(=O)c1cccc(C(=O)OCC(=O)C23CC4CC(CC(C4)C2)C3)c1	3.4	62	0.0%	-5%	-7%	-11%	2%	8%	i	11%	NS5 inhibitors pilot replicate=-1.2
Brc1ccc(CSc2nnc3ccccn23)cc1	0.6	81	0.5%	9%	-6%	2%	-6%	11%	i	7%
COc1cccc(C(=O)NC2CC(C)(C)NC(C)(C)C2)c1OC	0.3	46	1.2%	9%	-7%	6%	5%	6%	.	3%
CN(CC(=O)NC1CC(C)(C)NC(C)(C)C1)S(=O)(=O)c1cc(Cl)ccc1Cl	1.6	47	-0.1%	-2%	-8%	6%	-6%	0%	i	-4%
Cc1ccc(S(=O)(=O)N2CCSC2=Nc2ccccc2)cc1	-0.7	48	-1.9%	-8%	.	4%	-7%	.	i	8%
COc1cc(/C=N/NC(N)=O)ccc1OC(=O)c1ccc(C)cc1	.	.	-0.1%	-4%	.	14%	21%	.	i	24%
Cc1ccc(C(=O)CC2(O)C(=O)N(CN3CCOCC3)c3ccccc32)cc1 (stereo not drawn)	-0.6	58	-0.1%	-2%	-3%	16%	4%	2%	i	10%
CCO[C@@H]1OC(C(=O)N2CCOCC2)=C[C@H](C)[C@H]1CCCO	-0.8	82	-0.2%	8%	-8%	6%	-1%	8%	i	1%
CCOC(=O)N1CCN(C(=O)COc2ccc(Cl)c(C)c2)CC1	-0.3	33	0.1%	9%	0%	11%	8%	2%	i	7%
COc1ccccc1C(=O)NCCC(=O)N1CCCCCCC1	-0.9	69	.	.	-5%	.	.	8%	.	11%
O=C(O)CN1C(=O)/C(=C/c2ccsc2)SC1=S	0.5	68	0.6%	9%	.	-25%	3%	.	i	7%
CCOc1ccc(NCC(=O)Nc2ccc(C)cc2C)cc1	1.3	52	0.0%	4%	-4%	14%	-5%	8%	i	20%
NNC(=O)CSCc1ccc(Cl)cc1Cl	-2.4	81	-0.1%	-4%	-2%	0%	-1%	3%	i	3%
COc1cc(/C=C2/SC(=S)N(CC3CCCO3)C2=O)ccc1O (stereo not drawn)	-1.1	57	-0.4%	20%	5%	-13%	9%	?	i	?
Cc1cc(C(=O)OCC(=O)NC(C)C)c(C)o1	-1.8	47	-0.1%	-2%	-9%	-8%	-2%	3%	.	3%
Cc1cc(C)c2oc(-c3ccc(Cl)c(NC(=O)c4ccc(C#N)cc4F)c3)nc2c1	0.6	57	-0.1%	18%	3%	3%	-2%	16%	.	-2%
Cc1cc(C)cc(OCCCCn2cncn2)c1	3.1	60	-0.4%	8%	-4%	-8%	5%	29%	.	5%
CN1Cc2ccccc2CC1CNCc1c(C(=O)N2CCCC2)nc2ccccn12 (stereo not drawn)	2.0	70	0.2%	-1%	-5%	14%	6%	10%	i	-1%
COc1ccc(-n2nc(C(=O)N3CCCCC3)c(C)c(C#N)c2=O)cc1	-1.6	63	-0.5%	6%	-4%	-1%	-6%	4%	i	19%
C=CCSC(=C(C#N)C#N)c1cc2c([nH]1)CCCC2	20	33	0.1%	-13%	-3%	-3%	8%	-11%	i	19%
Cc1ccc(C(c2c(C)[nH][nH]c2=O)c2c(C)[nH][nH]c2=O)cc1	2.7	84	-0.1%	6%	-18%	-1%	1%	.	.	12%
Clc1cccc(CNc2nnnn2-c2ccccc2)c1	0.2	56	-0.3%	0%	-5%	-1%	18%	3%	i	4%
O=C(NC(=S)Nc1ccc(N2CCN(C(=O)c3ccccc3)CC2)cc1)c1cccs1	1.0	57	-0.1%	17%	-6%	-10%	8%	11%	i	0%
COCc1cc(C)nc(SCC(=O)Nc2ccc3c(c2)OCCO3)c1C#N	1.3	56	-0.1%	-2%	-3%	-10%	17%	2%	.	6%
C=CCN(C(=O)CSc1nc2c(sc3ccccc32)c(=O)n1CCN(CC)CC)c1ccccc1	4.8	60	1.6%	-1%	5%	-9%	18%	4%	i	6%
Cc1ccccc1Oc1nc2ccccc2n2cnnc12	-0.4	45	-0.3%	-16%	-6%	2%	8%	6%	i	2%
COC(=O)c1ccccc1NC(=O)CN(c1c(C)cccc1C)S(C)(=O)=O	0.4	53	-0.1%	3%	-5%	6%	14%	7%	.	9%
COc1ccc(CCN2CC(C(=O)NCc3ccccc3)CCC2=O)cc1 (stereo not drawn)	0.5	50	-0.2%	9%	-11%	-2%	0%	9%	.	3%
CCN(CC)CCOC(=O)c1ccc(NC(=O)CCCN2C(=O)/C(=C\c3cccs3)SC2=S)cc1	2.7	62	0.4%	4%	-2%	30%	-3%	11%	.	22%
Cc1cc(C)cc(NC(=S)N=Nc2c(O)n(C)c3ccc(S(=O)(=O)N4CCOCC4)cc23)c1	1.6	49	-0.2%	8%	1%	-4%	6%	6%	?	7%
COC(=O)C(C(=O)OC)c1ccc(NC(=O)c2cccc(Cl)c2)cc1	-0.3	68	0.9%	23%	4%	-5%	0%	-3%	i	3%
COc1ccc(-c2nnnn2-c2ccccc2OC)cc1	0.0	62	0.1%	9%	6%	2%	-8%	9%	i	6%
Cc1cc(NC(=O)CSc2ncnc3sccc23)no1	3.8	44	1.2%	6%	1%	-7%	7%	6%	i	7%
O=C(NCc1cccs1)Nc1cccs1	-0.7	48	-0.2%	-1%	-17%	2%	9%	10%	i	8%
O=S(=O)(Nc1cc(C(F)(F)F)ccc1N1CCOCC1)c1ccc2ccccc2c1	9.5	63	0.1%	5%	4%	17%	-10%	-10%	i	8%
COc1cc(C)nc(OCCNC(=O)COc2ccc(Cl)cc2Cl)n1	0.3	44	-0.2%	-3%	-6%	0%	2%	15%	i	-4%
C=CCOC(=O)C1=C[C@H](c2ccc3c(c2)OCO3)C[C@H](OCCCCO)O1	-2.3	94	.	.	-3%	.	.	7%	i	8%
COc1ccc(OC)c(NC(=O)c2ccc(CSc3ncccn3)cc2)c1	1.1	88	0.0%	23%	0%	3%	8%	15%	i	21%
COc1ccc(-c2nc(N/N=C(\C)c3ccc(O)cc3)c3ccccc3n2)cc1	38	66	-0.3%	24%	-5%	2%	-2%	15%	i	20%
O=C(/C=N/O)NCCCN1CCOCC1	-1.0	59	-0.5%	1%	-1%	8%	4%	7%	i	22%
C1CCN(C2CCN(c3nc4nonc4nc3N3CCSCC3)CC2)C1	-0.4	91	-0.2%	10%	-2%	22%	9%	9%	i	6%
CCOC(=O)c1cc(S(=O)(=O)Nc2ccc(OC)cc2OC)cn1C	-0.5	70	-0.1%	4%	-2%	1%	-7%	3%	.	5%
O=C(CN1C(=O)/C(=C/c2ccc(F)cc2)SC1=S)NC1C=CS(=O)(=O)C1 (stereo not drawn)	1.4	46	-0.2%	20%	-3%	32%	20%	6%	.	31%
CCOc1ccc(S(=O)(=O)/N=C(/c2ccccc2)N(C)C)cc1	-0.3	42	-0.1%	5%	4%	-1%	6%	1%	i	9%
COc1ccc(N2C(=O)CC(N3CCN(C(=O)c4ccco4)CC3)C2=O)cc1 (stereo not drawn)	-1.4	95	-0.2%	1%	-9%	14%	-7%	1%	i	25%
COc1ccc(CCN2C(=O)CC(Nc3ccc(N4CCOCC4)cc3)C2=O)cc1OC (stereo not drawn)	0.7	50	-0.4%	6%	69%	4%	-8%	?	i	36%
CCC1=Nc2cc(C(=O)NCCCOC(C)C)ccc2Sc2ccccc21	-0.7	74	0.3%	8%	-6%	-20%	-17%	3%	i	12%
O=C(NCc1ccco1)C(c1ccco1)N(Cc1cccs1)C(=O)Cn1nnc2ccccc21 (stereo not drawn)	0.7	49	-0.3%	-3%	6%	-11%	-5%	9%	i	9%

Quoted at random: 2 records from the list, in no set order.
SMILES	NTR1 ag	NTR1 ag cell count 20 µM	GPR55 activation	AID2073	NS5 inhibitors	GPR35 antagonists	GPR55 LPI antagonism	MgcRacGAP inhibition	Yfh1-depleted yeast	Large T inhibition	others
COc1ccc(OC)c(NC(=O)c2ccc(CSc3ncccn3)cc2)c1	1.1	88	0.0%	23%	0%	3%	8%	15%	i	21%
CCOC(=O)c1cc(S(=O)(=O)Nc2ccc(OC)cc2OC)cn1C	-0.5	70	-0.1%	4%	-2%	1%	-7%	3%	.	5%

(further entries)
SMILES	NTR1 ag	NTR1 ag cell count 20 µM	GPR55 activation	AID2073	NS5 inhibitors	GPR35 antagonists	GPR55 LPI antagonism	MgcRacGAP inhibition	Yfh1-depleted yeast	Large T inhibition	others
Cn1ncc(Cl)c1C(=O)Nc1ccc2c(c1)OCO2	-0.4	66	0.3%	10%	-5%	2%	-1%	5%	.	19%
Cc1cc(C)c(C)c(S(=O)(=O)N2CCNCC2)c1C	2.2	36	1.4%	2%	-12%	7%	2%	5%	i	18%
CC(C)CCNC(=O)C1CC(c2cccc([N+](=O)[O-])c2)=NO1 (stereo not drawn)	3.3	83	-0.1%	12%	1%	11%	18%	8%	i	9%
CCOC(=O)N1CCN(C(=O)c2c[nH]c3ccc(S(=O)(=O)N(C)c4ccc(OCC)cc4)cc3c2=O)CC1	0.0	60	-0.4%	5%	-8%	6%	-20%	4%	.	.
O=C1C2C(c3ccccc3)C=CC(c3ccccc3)C2C(=O)N1c1ccncc1 (stereo not drawn)	1.6	47	0.6%	5%	-7%	-4%	10%	7%	i	9%
COc1ccc(C2CC(=O)C=C(NCC3CCCO3)C2)cc1 (stereo not drawn)	-3.9	92	-0.2%	-8%	-6%	2%	1%	6%	i	1%
O=C(Cc1c(F)cccc1Cl)NCCN1CCOCC1	0.9	38	-0.1%	5%	-11%	17%	0%	7%	i	9%
O=C(NC(=S)Nc1ccc(N2CCOCC2)cc1)c1cncc(Br)c1	-0.4	44	0.1%	-14%	1%	2%	-6%	8%	i	28%
CCCc1ccc(-c2cc(N)n[nH]2)cc1	0.8	67	-0.1%	4%	-1%	5%	3%	6%	i	16%	NS5 inhibitors pilot replicate=2.4
CCCCCOC(=O)c1ccc(OC(=O)c2cncc(Br)c2)cc1	1.2	33	-0.1%	-8%	-4%	0%	18%	1%	i	-5%
Cc1csc2nc(CNC(=O)c3ccco3)cn12	-0.7	40	-0.2%	-9%	5%	-11%	-1%	14%	i	-1%
CNc1sc(C(=O)c2ccc(F)cc2)c(N)c1-c1nc2ccccc2s1	-0.1	93	-0.2%	34%	7%	3%	-11%	6%	i	14%
